AMA1-RON2 inh: qHTS for Inhibitors of AMA1-RON; Towards Development of Antimalarial Drug Lead: Primary Screen; 360,000 tested, 0.2% active; Plasmodium falciparum AMA1 (3D7) - RON2 peptide interaction; Potency, µM (highest dose often 58.2 µM), for the others: at the top dose activity change, negative = inhibition, actives largely listed as inhibitors; AID 720542, 2013; AlphaScreen AMA1-biotinylated RON2 peptide binding;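 further: potency means the concentration at half of the fitted maximal effect; 0% = vehicle wells and -100% = peptide control; nearly all actives have a fitted effect of over 45% in size; some results filed as inactive show a strong effect at the top dose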
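AMA1 (3D7) with his tag at 25 nM final met compounds first, then biotinylated RON2 peptide at 25 nM; detection used donor plus acceptor beads, 10 µg/mL apiece, read by AlphaScreen after 30 min at room temperature.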
AmpC no deterg: qHTS Inhibitors of AmpC Beta-Lactamase (assay without detergent); Potency, µM (titrated, usually from 57.1 µM), for the others: at the highest dose activity change, negative = inhibition, hits mostly inhibitors; AID 485341, 2010; 330,000 tested, 0.52% active; AmpC nitrocefin hydrolysis, absorbance 480 nm, 0.0001% Triton;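 further: potency means the concentration at half of the fitted maximal effect; plate controls were no compound for no effect and no enzyme for full effect; nearly all actives have a fitted effect of over 20% in size; some results filed as inactive show a strong effect at the top dose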
Target sequence (P00811 whole entry, looked up): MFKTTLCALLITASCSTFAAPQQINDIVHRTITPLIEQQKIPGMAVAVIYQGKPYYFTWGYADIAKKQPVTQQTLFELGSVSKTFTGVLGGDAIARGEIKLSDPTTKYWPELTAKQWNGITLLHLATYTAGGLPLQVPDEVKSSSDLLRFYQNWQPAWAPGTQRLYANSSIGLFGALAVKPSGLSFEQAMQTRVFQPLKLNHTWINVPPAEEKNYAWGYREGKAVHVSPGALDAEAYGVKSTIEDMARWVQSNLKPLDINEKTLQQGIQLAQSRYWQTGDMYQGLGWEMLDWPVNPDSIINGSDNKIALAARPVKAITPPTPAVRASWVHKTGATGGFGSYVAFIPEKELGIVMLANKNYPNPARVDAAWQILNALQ
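20 mM phosphate pH 7.0 + 0.01% (detergent screen) or 0.0001% Triton X-100; 5.3 nM AmpC reagent; cpd preinc 15 min RT; nitrocefin (800 uM stock) to start; A480 q20 s × 4 min; Activity was normalised to no-enzyme and no-compound control wells.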
AmpC detergent: qHTS Inhibitors of AmpC Beta-Lactamase (assay with detergent); Potency, µM (series often up to 114 µM), without a hit: at the top dose activity change, negative = inhibition, actives largely listed as inhibitors; 370,000 tested, 0.041% active; P00811; AmpC hydrolysis of nitrocefin, absorbance 480 nm, 0.01% Triton;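 further: potency means the concentration at half of the fitted maximal effect; 0% = no-compound wells and -100% = no-enzyme wells; nearly all actives have a fitted effect of over 25% in size; some results filed as inactive show a strong effect at the top dose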
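AmpC (5.3 nM in the dispensed reagent) in 20 mM phosphate pH 7.0 with 0.01% (detergent screen) or 0.0001% Triton X-100 was preincubated with compounds for 15 min at room temperature. Nitrocefin was then added from an 800 uM solution, and hydrolysis was followed at 480 nm.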
HCMV inh: qHTS Assay for inhibitors of the human cytomegalovirus (HCMV) | HFF cells, HCMV-luciferase reporter, 72 h; hits give low values | activity change, negative = inhibition, % at 57.5 µM | 410,000 tested, 4.5% active; in the data active means activity change below about -60%; inconclusive means no clear call, values can overlap the other calls; inactive means above about -39%
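HFF cells seeded 16 h at 37C, treated with compounds, infected with luciferase-reporter HCMV at MOI 1 PFU/cell; luciferase read at 72 h post infection, normalized to buffer-only and Salinomycin controls.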
LmPK inh: qHTS Assay for Inhibitors of Leishmania Mexicana Pyruvate Kinase (LmPK); purified LmPK, Kinase-Glo ATP luminescence, 1 h; AID 1721, 2009; Q27686; Potency, µM (series often up to 57.5 µM), without a hit: at the highest dose activity change, negative = inhibition, actives largely listed as inhibitors; 290,000 tested, 0.37% active; further: potency means the concentration at half of the fitted maximal effect
Target sequence (Q27686 whole entry, looked up): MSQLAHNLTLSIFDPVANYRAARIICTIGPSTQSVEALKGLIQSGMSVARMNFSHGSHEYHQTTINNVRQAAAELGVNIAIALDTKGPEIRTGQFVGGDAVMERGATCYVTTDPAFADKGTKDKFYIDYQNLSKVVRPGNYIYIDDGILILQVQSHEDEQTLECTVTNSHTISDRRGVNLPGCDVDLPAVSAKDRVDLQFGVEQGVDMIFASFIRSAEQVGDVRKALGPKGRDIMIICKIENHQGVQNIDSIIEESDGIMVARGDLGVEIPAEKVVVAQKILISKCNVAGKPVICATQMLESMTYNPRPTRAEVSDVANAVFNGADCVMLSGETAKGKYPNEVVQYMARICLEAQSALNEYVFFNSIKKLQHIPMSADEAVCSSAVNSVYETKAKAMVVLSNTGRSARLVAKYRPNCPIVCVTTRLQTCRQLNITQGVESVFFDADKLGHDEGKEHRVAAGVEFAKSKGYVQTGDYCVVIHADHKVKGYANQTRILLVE
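In 50 mM imidazole pH 7.2 with 7 mM MgCl2, LmPK (0.1 nM) turned over PEP (0.5 mM) and ADP (0.1 mM) for 1 h at room temperature. Luciferase read-out of ATP.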
TbPYK inhibitor: qHTS of Trypanosoma Brucei Inhibitors; Potency, µM (highest dose often 76.8 µM), for the others: top-dose activity, negative = inhibition, actives largely listed as inhibitors; TbPYK enzyme, Kinase-Glo Plus ATP luminescence, 45 min; 410,000 tested, 0.12% active; further: potency means the concentration at half of the fitted maximal effect; nearly all actives have a fitted effect of over 50% in size
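T. brucei PYK with substrate was exposed to pin-transferred compounds across a concentration series, then started with 130 uM ADP (final). After 45 min at room temperature, Kinase-Glo Plus luminescence was read, normalized and curve-fitted.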
HCV inh: qHTS Assay for Inhibitors of Hepatitis C Virus (HCV); Huh7.5.1 HCVcc-Cre infection, luciferase reporter, 44 h; Potency, µM (doses to about 41.8 µM), for inactives: top-dose activity change, negative = inhibition, usual class: inhibitors; 340,000 tested, 3.4% active; AID 651820, 2012; further: potency means the concentration at half of the fitted maximal effect
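Cells (1,000/well) were plated 4 h before compound, then infected with HCVcc-Cre virus (~0.5 moi). After 44 h further culture, infection was read as luciferase luminescence following a 15 min substrate incubation at room temperature.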
* = called active by the depositor; ? = inconclusive; / = no result given; [ ] = another dose, or the depositor's remark. Unless noted, the call rests on the fitted dose curve; in most records, active means well fitted curve in the direction sought with a large enough effect; inconclusive means small, poorly fitted or top-dose-only effect, or another doubt; inactive means no such curve, though single readings can be large; an effect the other way counts as inactive or inconclusive. Unless noted, on the % scale 0 is the no-effect control and ±100 the full control effect.

structure | LmPK inh | HCMV inh | HCV inh | AmpC no deterg | AmpC detergent | AMA1-RON2 inh | TbPYK inhibitor
Cn1c(=O)c(C(=O)Nc2ccccn2)c(O)c2ccccc21 | ? | ? | 14% | 14% | -6% | 57%[activator] | 12%
COC(=O)[C@]1(CC(C)C)N[C@H](c2ccc(-c3ccc(OC)cc3)cc2)[C@@H]2C(=O)N(C)C(=O)[C@@H]21 | / | 12 | ? | 95%[activator] | -12% | 9% | 2%
CCCCCCSc1cc(-c2nc3ccc(C)cn3c2NCCCC)ccc1OC | / | 14 | 13% | -5% | / | 7% | -5%
CCOCCCNC(=O)c1cc2c(=O)n3cccc(C)c3nc2s1 | 4% | 28 | 13% | -11% | 0% | 14% | -12%
O=c1c2c([nH]n1-c1ccccc1)CCCC2 | -1% | -13 | 16% | -13% | 11% | -13% | -1%
Cc1nc([N+](=O)[O-])c(Br)n1Cc1ccc(Cl)c(Cl)c1 | 12% | 52 | ? | -5% | 1% | -7% | -4%
Cc1cc(C)c(NC(=O)CN2C(=O)C3(SCC(=O)N3c3ccc(F)cc3)c3ccccc32)c(C)c1 (stereo not drawn) | / | -18 | / | / | 0% | / | -2%
Cc1cccc(-n2ncc3c(NCCCN4CCCC4=O)ncnc32)c1 | 10% | 51 | -21% | 116%[activator] | 4% | -1% | 2%
CC1CCCN(C(=O)CN2CCC(c3nc4ccc(Cl)cc4[nH]3)CC2)C1 (stereo not drawn) | 0% | 3 | ? | 3% | -8% | -3% | 4%
CCc1ccc2c(CN3CCC(C(=O)OC)CC3)cc(=O)oc2c1 | -4% | 52 | 23% | 22% | ? | -6% | -8%
CN1C(=O)/C(=C/c2ccco2)SC1=Nc1ccc(N2CCOCC2)cc1 | -1% | 6 | 13% | -18% | -5% | -3% | -6%
CCN(CC)S(=O)(=O)c1ccc(C(=O)OCC(=O)NCc2ccco2)cc1 | 1% | -37 | 4% | 1% | -12% | 4% | -5%
CCOc1ccc(NS(=O)(=O)c2ccc(C(=O)NCC(c3cccs3)N3CCOCC3)cc2)cc1 (stereo not drawn) | / | -13 | -4% | 28% | -3% | -16% | -7%
COc1cc(C(O)P(=O)(OC(C)C)c2ccc(N(C)C)cc2)cc(OC)c1OC (stereo not drawn) | -6% | 49 | 2% | -7% | ? | 21% | 13%
CN(Cc1ccccc1)C(=O)c1ccc(NC(=O)C2CCCN(C(=O)OC(C)(C)C)C2)cc1 (stereo not drawn) | / | -39 | 6.3µM* | 168%[activator] | / | -8% | -7%
Cc1ccccc1NC(=O)Cc1nc(COC(=O)C(C)C)cs1 | 0% | -34 | -4% | -3% | 6% | 24% | 1%
CC1=Nc2cc(C(=O)NCCc3ccc(Cl)cc3)ccc2Sc2c(C)ccc(C)c21 | / | -88* | / | / | 9% | / | -1%
Cc1ccc(C)c(N=Cc2ccc(-c3ccc([N+](=O)[O-])cc3)o2)c1 | 1% | 3 | ? | -27% | -12% | ? | 2%
CC(C)(C)c1ccc(S(=O)(=O)N2CCCC2C(=O)N2CCOCC2)cc1 (stereo not drawn) | -1% | ? | -7% | 27% | 4% | -3% | 14%
COCCNS(=O)(=O)c1ccc(-c2ccc(Cl)cc2)cc1 | -3% | 7 | 6% | 15% | -9% | ? | 6%
Cc1ccc(CN(C(=O)c2ccccc2C)C2CCS(=O)(=O)C2)o1 (stereo not drawn) | -3% | -5 | 21% | -26% | 2% | -2% | -9%
COc1ccc(N=C2C(=O)Nc3ccc(C)c(Br)c32)cc1 | 4% | 39 | 8% | -20% | -2% | ? | -1%
O=[N+]([O-])c1ccc2c(c1)C(O)n1nc(-c3ccccc3)nc1S2 (stereo not drawn) | 4% | 18 | 6% | -13% | -6% | 0% | 2%
C=CCSc1nc2sc3c(c2c(=O)n1CC)CCC3 | -3% | 2 | ? | -11% | 0% | 2% | -3%
CCOC(=O)c1c(Nc2ccc(OCC)cc2)nnc(-c2ccccc2)c1-c1ccccc1 | / | -34 | / | / | -8% | / | -1%
CCOc1ccc(OCC)c(S(=O)(=O)n2ccnc2C)c1 | 9% | -3 | 3% | -5% | 6% | 7% | -11%
Cc1onc(-c2c(F)cccc2Cl)c1C(=O)OCc1nnc(-c2ccccc2)o1 | / | -25 | -8% | -22% | 9% | 99%[activator] | 4%
Cc1ccc(-n2nc3c(N4CCC(C(=O)NCCc5cccs5)CC4)nnc(C)c3c2C)cc1 | 2% | -83* | ? | 129%[activator] | 5% | -6% | -2%
COC(=O)c1c(NC(=O)CSc2n[nH]c(N)n2)sc(C)c1C | 12% | 63 | -16% | -18% | 0% | -1% | -4%
O=C1NC(=O)C(CCc2ccncc2)(CCc2ccncc2)C(=O)N1C1CCCCC1 | -1% | ? | -2% | -10% | -3% | -11% | 2%
Nc1nccc(/C=C/c2c(Cl)cccc2Cl)n1 | 4% | -14 | ? | -14% | -14% | -3% | -1%
O=c1c2ccccc2nnn1CSc1ccccc1F | ? | -10 | 3% | -17% | -8% | 4% | -7%
Cc1ccc(CC2(O)CC(C)N(C)CC2C)c(C)c1 (stereo not drawn) | -1% | -3 | -3% | -11% | 0% | 3% | 1%
Cc1ccc(CNC(=O)c2nn(C)c3c2CSc2ccc(C)cc2-3)cc1 | / | -18 | / | / | 18% | / | 2%
O=C(/C(=C/O)N=Nc1ccccc1)c1cccs1 | -2% | ? | -25% | -34% | -11% | ? | 2%
CC(=O)Nc1ccc(C(=O)NCC(=O)OCc2c(F)cccc2Cl)cc1 | 0% | ? | 27% | -26% | ? | 5% | 3%
CCN1C(=O)C(CC(=O)Nc2c(C)cccc2C)SC1=Nc1ccc(S(N)(=O)=O)cc1 (stereo not drawn) | 1% | -14 | 6% | -25% | -2% | -1% | 1%
O=C(COC(=O)c1ccccc1O)NC(=O)NCc1ccccc1 | / | 11 | 34%[activator] | -26% | -10% | 0% | -8%
CC(C)C(NS(=O)(=O)c1cccs1)C(=O)NCc1ccc2c(c1)OCO2 (stereo not drawn) | 6% | 38 | 3% | 40µM* | -1% | -1% | 2%
CNC[C@H]1OCc2cnnn2CCCC(=O)N([C@H](C)CO)C[C@@H]1C | / | -9 | / | / | / | 28% | -8%
CC(C)CN1CCC(=O)N([C@H](CO)Cc2ccccc2)CC1 | -5% | 5 | 29% | -5% | -1% | 15% | -2%
Cc1cccc(CN2CCC(CNC(=O)Nc3ccccc3F)CC2)c1 | / | 0 | -22% | / | / | 11% | 3%
COc1ccc(S(=O)(=O)N2CCN(c3ccccc3)CC2)cc1OC | / | ? | ? | / | / | 1% | -21%
COc1ccc(S(=O)(=O)Cc2ccc(C(=O)N3CCN(C4CCCCC4)CC3)o2)cc1 | -2% | / | 3% | 56% | -13% | -7% | -1%
COc1ccc(Cl)cc1S(=O)(=O)N1CCCC(C(=O)NCC(N)=O)C1 (stereo not drawn) | / | 47 | 23% | / | / | 2% | 2%
CCSC1=NC(C)(C)C=C(C)N1 | 3% | -22 | 1% | ? | -1% | -3% | 4%
CCN1CCN(C(c2cccs2)C(C)NC(=S)NC2CCCCC2)CC1 (stereo not drawn) | -2% | 1 | ? | -18% | -3% | -14% | 0%
CCN(C(=O)COC(=O)c1cc(=O)[nH]c2ccccc12)c1c(N)n(Cc2ccccc2)c(=O)[nH]c1=O | / | 0 | 10% | / | / | 16% | 5%
COc1cc(/C=N/NC(=O)c2cccc(N3CCCC3=O)c2)ccc1O | -1% | 3 | 1% | -13% | 0% | -17% | 2%
CCOP(=O)(c1ccc(N(C)C)cc1)C(O)c1c(Cl)cccc1Cl (stereo not drawn) | 4% | 23 | 13% | 0% | ? | 7% | -6%

3 of the compounds above, with values under each structure.
Below each compound: LmPK inh | HCMV inh | HCV inh | AmpC no deterg | AmpC detergent | AMA1-RON2 inh | TbPYK inhibitor
CC(C)CN1CCC(=O)N([C@H](CO)Cc2ccccc2)CC1
  -5% | 5 | 29% | -5% | -1% | 15% | -2%
Cc1cccc(CN2CCC(CNC(=O)Nc3ccccc3F)CC2)c1
  / | 0 | -22% | / | / | 11% | 3%
COc1ccc(S(=O)(=O)N2CCN(c3ccccc3)CC2)cc1OC
  / | ? | ? | / | / | 1% | -21%

Further structures:
structure | LmPK inh | HCMV inh | HCV inh | AmpC no deterg | AmpC detergent | AMA1-RON2 inh | TbPYK inhibitor
COc1ccccc1C(=O)COC(=O)Cc1n[nH]c(=O)c2ccccc12 | / | -10 | 9% | -3% | -14% | 9% | -12%
COc1cc(NC(=O)c2ccco2)c(OC)cc1NC(=O)c1cc(OC)c(OC)c(OC)c1 | 1% | 55 | ? | ? | -2% | -12% | 6%
CCOc1ccc(-c2nc(N)ncc2-c2ccccc2)c(O)c1 | 1% | -21 | 10µM* | -22% | 0% | -10% | 4%
CCN(CC)S(=O)(=O)c1ccc2c(c1)nc(SCC(=O)N1CCOCC1)n2-c1ccccc1OC | -3% | 16 | 6% | 206%[activator] | -10% | -7% | -6%
Cn1c(=O)c2c(nc(N/N=C/c3cccnc3)n2Cc2ccc(F)cc2)n(C)c1=O | 2% | -7 | -3% | -15% | -5% | 20% | 7%
N#Cc1ccc(CSc2nnc(-c3cccnc3)o2)cc1 | 7% | ? | -3% | -19% | 0% | 6% | 2%
CC(C)CCNC(=O)c1ccc2nc[nH]c2c1 | 3% | 23 | 14% | -11% | 1% | -25% | 2%
Cc1ccc(S(=O)(=O)N2CCCCC2)cc1NC(=O)CSc1nnnn1C | 7% | -18 | 20% | -3% | -8% | -15% | 6%
COc1ccc(C2CC(=O)c3cnc(NC(=O)c4ccco4)nc3C2)cc1 (stereo not drawn) | -2% | -25 | 15% | 28% | 1% | -11% | 0%

Source: PubChem BioAssay (National Center for Advancing Translational Sciences (NCATS))
